# High-throughput results from PubChem BioAssay.
# M1 ag – agonists of human M1 muscarinic receptor; P11229; CHO-K1 hM1, Fluo-8 calcium fluorescence, agonist mode; 0% DMSO, 100% acetylcholine EC100; activation, % at 3 µM; 360,000 tested, 0.33% active; AID 588814;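 active = activation above the run's mean compound activation plus 3 SD, cut at about 16% in these data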;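 also: peak over basal fluorescence ratio within a 140 s kinetic read after compound addition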
# CHRM1 antagonist – antagonists of human M1 muscarinic receptor; P11229; CHO-K1 hM1, Fluo-8 calcium fluorescence, ACh EC80 antagonist; inhibition, % at 3 µM; 360,000 tested, 1.3% active;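 active = percent inhibition above its own plate's cutoff, namely the mean of that plate's compound wells plus 3 SD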;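 also: peak over basal fluorescence ratio during 140 s after agonist addition; 0% = ACh EC80 plus DMSO and 100% = DMSO alone without agonist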
# M5 ag – agonists of human muscarinic M5 receptor (CHRM5); P08912; 360,000 tested, 0.19% active; activation, % at 3 µM; CHO-K1 hM5 cells, Fluo-8 calcium fluorescence; 0% DMSO wells, 100% maximal acetylcholine response;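 active = activation above the run's mean over test compounds plus 3 SD, cut at about 23% in these data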;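 also: signal is peak over basal fluorescence ratio across the kinetic read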
# M1 PAM – potentiates human M1 receptor response to acetylcholine. P11229. CHO-K1 hM1, Fluo-8 calcium fluorescence, ACh EC20; 0% = ACh EC20, 100% = maximal ACh. activation, % at 3 µM. 360,000 tested, 0.088% active; in the data active = activation above about 19%, passing the limit was not always enough
# CHRM5 PAM – CHRM5 positive allosteric modulation; activation, % at 3 µM; CHO-K1 hM5, Fluo-8 calcium, ACh EC20 PAM; 0% = ACh EC20, 100% = ACh EC100; AID 624038; 360,000 tested, 0.3% active;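 active = activation above the run cutoff, the mean activation of all test compounds plus 3 SD, cut at about 18% in these data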
#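 Measured by: Fluo-8 calcium fluorescence; material: human M5 receptor in CHO-K1 cells; schedule: Post-acetylcholine fluorescence recording 140 s; benchmarks: low control EC20 acetylcholine (0%), high control EC100 acetylcholine (100%); read-out: Max/basal fluorescence ratio as % of EC20–EC100 ACh window; compound: single dose, 3 µM nominal final test concentration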
# TAAR1 agonist – human TAAR1 agonism | activation, % at 3 µM | CHO RD-HGA16 TAAR1, Fluo-8 calcium fluorescence; vehicle wells 0%, saturating PEA agonist 100% | 360,000 tested, 0.99% active | Q96RJ0;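 active = activation above the mean activation of all test compounds in the run plus 3 SD, cut at about 38% in these data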
# Target sequence (Q96RJ0 whole entry, looked up): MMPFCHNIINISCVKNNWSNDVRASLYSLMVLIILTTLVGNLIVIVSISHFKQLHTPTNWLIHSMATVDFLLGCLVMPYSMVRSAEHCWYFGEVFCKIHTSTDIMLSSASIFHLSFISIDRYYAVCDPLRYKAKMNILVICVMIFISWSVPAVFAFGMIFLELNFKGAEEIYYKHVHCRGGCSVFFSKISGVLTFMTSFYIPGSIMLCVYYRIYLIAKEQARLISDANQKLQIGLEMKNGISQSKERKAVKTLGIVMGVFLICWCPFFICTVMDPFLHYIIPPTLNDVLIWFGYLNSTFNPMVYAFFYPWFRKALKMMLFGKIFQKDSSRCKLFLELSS
#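 Test system: RD-HGA16 (CHO) cells co-expressing Gα16 and hTAAR1; dosing: one-point dosing at 3 µM (nominal); timing: 17-24 h seeding, 75 min 37 °C dye, 30 min RT; signal: kinetic Fluo-8 calcium fluorescence; read-out basis: % activation relative to PEA EC100 response; controls: DMSO and PEA EC100; replicates: n 1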
# CHRM4 antagonist – CHRM4 antagonism in calcium assay; P08173; CHO-hM4 cells, ACh EC80, Fluo-8 calcium fluorescence; inhibition, % at 3 µM; 360,000 tested, 0.73% active; AID 624125;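 active = inhibition above its plate's cutoff, the mean inhibition of sample wells plus 3 SD, cut at about 27% in these data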;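 also: 0% = acetylcholine EC80 with DMSO and 100% = DMSO without agonist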
# Target sequence (P08173 whole entry, looked up): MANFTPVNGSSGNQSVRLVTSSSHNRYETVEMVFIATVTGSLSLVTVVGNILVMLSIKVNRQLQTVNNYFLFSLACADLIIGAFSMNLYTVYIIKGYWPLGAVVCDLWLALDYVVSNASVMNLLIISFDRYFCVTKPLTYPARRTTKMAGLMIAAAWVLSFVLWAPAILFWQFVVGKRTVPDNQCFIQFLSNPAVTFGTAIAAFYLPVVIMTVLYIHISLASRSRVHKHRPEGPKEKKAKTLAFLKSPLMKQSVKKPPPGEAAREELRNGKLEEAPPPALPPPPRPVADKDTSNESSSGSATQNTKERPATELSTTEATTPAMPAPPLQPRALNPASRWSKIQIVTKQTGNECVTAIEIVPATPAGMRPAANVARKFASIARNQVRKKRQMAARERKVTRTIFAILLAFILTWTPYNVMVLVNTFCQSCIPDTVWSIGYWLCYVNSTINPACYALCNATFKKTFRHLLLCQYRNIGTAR
# CHRM5 antagonist – blocks acetylcholine activation of human M5 receptor | P08912 | CHO-hM5 cells, Fluo-8 calcium fluorescence, ACh EC80 | inhibition, % at 3 µM | 360,000 tested, 0.59% active;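 active = inhibition above a per-plate cutoff, the mean of that plate's test compounds plus 3 SD, cut at about 27% in these data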;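 also: 0% = acetylcholine EC80 with DMSO and 100% = DMSO without agonist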
# M4 ag – agonists of human muscarinic M4 receptor (CHRM4). P08173. CHO-K1 hM4/Gqi5, Fluo-8 calcium fluorescence; vehicle 0%, full acetylcholine response 100%. activation, % at 3 µM. 360,000 tested, 0.14% active. AID 624127;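 active = activation above the run mean over all test wells plus 3 SD, cut at about 32% in these data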;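 also: peak over basal fluorescence ratio per well then scaled between controls; 0% = DMSO wells and 100% = acetylcholine at EC100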
# Active calls of the source: *; x = no result given.
# The first three entries, ahead of the listing:
SMILES,M1 ag,CHRM1 antagonist,M5 ag,M1 PAM,CHRM5 PAM,TAAR1 agonist,CHRM4 antagonist,CHRM5 antagonist,M4 ag
COc1ccc(S(=O)(=O)Nc2ccccn2)cc1C(=O)Nc1ccccc1,-3,11,-5,-4,-4,3,10,18,0
Cc1cc(S(=O)(=O)NCc2ccccc2)ccc1OCC(=O)Nc1cccc([N+](=O)[O-])c1,-4,15,5,-8,-17,9,24,19,11
COc1ccc(OC)c(NC(=O)CCN2C(=O)c3ccccc3C2=O)c1,-5,-7,0,2,1,3,2,3,1

# Main list, from the first entry:
SMILES,M1 ag,CHRM1 antagonist,M5 ag,M1 PAM,CHRM5 PAM,TAAR1 agonist,CHRM4 antagonist,CHRM5 antagonist,M4 ag
COc1ccc(S(=O)(=O)Nc2ccccn2)cc1C(=O)Nc1ccccc1,-3,11,-5,-4,-4,3,10,18,0
Cc1cc(S(=O)(=O)NCc2ccccc2)ccc1OCC(=O)Nc1cccc([N+](=O)[O-])c1,-4,15,5,-8,-17,9,24,19,11
COc1ccc(OC)c(NC(=O)CCN2C(=O)c3ccccc3C2=O)c1,-5,-7,0,2,1,3,2,3,1
c1ccc(-n2c(SCC3CCCCO3)nnc2-c2cnccn2)cc1 (stereo not drawn),-3,2,1,1,-3,-1,6,-4,1
O=C(c1ccc(SCc2cccc(Br)c2)c([N+](=O)[O-])c1)N1CCN(c2ccccn2)CC1,-1,-4,1,2,-2,1,6,13,0
CCSc1nnc(NC(=O)C2CC(=O)N(Cc3ccc(C)cc3)C2)s1 (stereo not drawn),-2,4,2,2,-10,5,-9,12,13
O=C(Nc1ccccc1Cl)c1ccc(=O)[nH]n1,-1,-17,1,11,7,3,-9,-6,1
CN(C)/C(Cn1cncn1)=C1/N=C(c2c(F)cccc2F)OC1=O,-7,8,9,-2,3,0,0,-15,11
C/C(CC(C)(C)C1CCCCC1)=N\NC(N)=S,-1,-8,9,7,8,13,2,1,-2
O=c1[nH]c2cc3c(cc2cc1CN(Cc1cccnc1)C(=S)NCc1ccco1)OCO3,-4,-4,1,7,0,5,10,4,1
COCCNc1oc(-c2cccs2)nc1S(=O)(=O)c1ccc(C)cc1,-6,-4,0,-4,-2,0,12,-2,-1
CCC(C)(C)NC(=O)/C=C/c1cc(OC)c(OC)c(S(=O)(=O)N2CCc3ccccc32)c1,-3,-8,1,9,5,1,-5,-4,4
CCCCCC1CC(CC/C(C)=N/NC(N)=O)C(=O)O1 (stereo not drawn),-2,-4,4,6,17,2,-19,-13,0
Nc1cc([N+](=O)[O-])ccc1N1C(=O)CCCC1=O,-3,15,0,-7,-5,1,7,12,1
CC(=O)CC(C)(C)Nc1nc2ccc([N+](=O)[O-])cc2o1,-1,-8,5,8,25*,6,-9,-11,1
O=C1C(=O)N(Cc2cccnc2)C(c2cccc(F)c2)/C1=C(/O)c1ccc2c(c1)OCO2 (stereo not drawn),0,-5,-3,10,1,0,1,1,0
CNC[C@H]1OCCCC[C@H](C)Oc2ccc(NC(=O)CCCN(C)C)cc2C(=O)N([C@H](C)CO)C[C@@H]1C,-11,-8,-1,-1,-1,0,-1,-3,0
CCCS(=O)(=O)N1CCC(C(=O)NCC2CCCO2)CC1 (stereo not drawn),-2,-6,0,10,9,6,2,-7,1
CCN(CC)CCCC(C)n1c(C)cc(C(=O)NS(=O)(=O)c2ccc(C)cc2)c1C (stereo not drawn),1,-7,1,5,-2,5,2,6,0
O=C(O)C1CCCN(CCC=C(c2ccccc2)c2ccccc2)C1 (stereo not drawn),0,-23,0,12,-3,0,-10,-2,1
CCOC(=O)C(=O)N(C)c1c(CC)nc2c(OCc3cc(Cl)cc(Cl)c3)cccn12,-9,-5,-3,-5,-3,0,-6,1,0
COc1ccc(Br)cc1CN1CCSCC1,-3,-12,-9,7,-3,10,1,14,0
Cc1ccc(NC(=O)C2CCCN(S(=O)(=O)c3cccc4nonc34)C2)cc1 (stereo not drawn),-2,-4,-2,2,-5,28,2,29*,1
COC(=O)c1cc(NC(=O)COC(=O)CCc2c[nH]c3ccccc23)cc(C(=O)OC)c1,-2,10,-1,-3,-3,1,2,8,2
Cc1cc(SCc2cc(=O)n3ccsc3n2)nc2ccccc12,-9,-2,-8,14,6,18,6,-1,2
CCOc1ccc(CN2CCC(C(=O)Nc3cccc(-c4ccn[nH]4)c3)CC2)cc1Cl,1,-3,-3,7,3,22,5,-5,15
CCOC(=O)N1CCN(S(=O)(=O)c2cc(OCC)ccc2OCC)CC1,-4,-4,-4,8,5,3,-8,2,2
C#CCSc1nc(=O)c2cccnc2n1-c1ccc(C)cc1,-3,-1,0,8,0,-1,1,2,-1
CCOc1ccc(S(=O)(=O)Nc2cc(S(=O)(=O)N3CCOCC3)ccc2OC)cc1,-2,-6,-1,8,2,2,13,3,1
CCC(C(=O)NCCc1ccccc1)c1ccccc1 (stereo not drawn),-1,-7,3,4,-3,0,5,12,-1
Cc1cc2ccccn2c1C(=O)Nc1cccc(Cl)c1,-7,16,-9,-11,-17,1,-13,14,-1
Cc1ccc(N(CC(=O)NC2CCCC2)C(=O)CNC(=O)c2cccs2)cc1F,-1,-9,1,14,12,0,17,0,4
COCCC(=O)Nc1c(-c2ccccc2)c2cc(Br)ccc2[nH]c1=O,2,-23,-2,17,4,2,6,12,1
O=C1c2c(-c3ccc(Br)cc3)noc2CCN1Cc1cn(Cc2ccccc2)nn1,x,x,0,x,-4,2,2,5,13
CN(CCc1cnn(C)c1)C(=O)CCc1nnc(CCCc2ccccc2)o1,-6,-5,1,7,-4,7,-1,5,0
Cc1cccc(NC(=O)CSc2nc3ccccc3c3nc(CCc4c(C)n[nH]c4C)nn23)c1,-1,51*,0,-14,-18,21,8,16,14
Clc1cccc(Cl)c1CSc1nnc([C@@H]2CCCN2)o1,-8,2,-2,0,4,2,-2,1,1
CC(=O)c1ccc([N+](=O)[O-])cc1,2,-1,2,6,-1,1,-4,3,0
COc1ccc(N(CC(O)CN2CCOCC2)S(=O)(=O)c2ccccc2)cc1 (stereo not drawn),-4,-8,-4,10,-2,-3,8,17,0
O=c1c2cnn(-c3ccccc3)c2ncn1Cc1cccnc1,1,-2,4,7,0,2,-2,-1,1

# Some of these compounds in order of their number in M1 ag, falling.
structure	M1 ag
CCSc1nnc(NC(=O)C2CC(=O)N(Cc3ccc(C)cc3)C2)s1 (stereo not drawn)	-2
Cc1cc(S(=O)(=O)NCc2ccccc2)ccc1OCC(=O)Nc1cccc([N+](=O)[O-])c1	-4
COc1ccc(OC)c(NC(=O)CCN2C(=O)c3ccccc3C2=O)c1	-5

# New compounds follow.
SMILES,M1 ag,CHRM1 antagonist,M5 ag,M1 PAM,CHRM5 PAM,TAAR1 agonist,CHRM4 antagonist,CHRM5 antagonist,M4 ag
O=C(NCCN1CCOCC1)C1CCCN(S(=O)(=O)c2ccc(F)cc2)C1 (stereo not drawn),-3,-4,-4,0,-3,1,-3,14,1
CCS(=O)(=O)c1ccc2oc(SCC(=O)NCCC3=CCCCC3)nc2c1,-1,-28,-3,13,1,19,6,-11,5
CC1(C)CC(=O)CC(C2(O)C(=O)N(Cc3ccccc3)c3ccccc32)O1 (stereo not drawn),0,-1,2,1,-2,0,-12,-3,2
O=C(/C=C/c1ccco1)NC(=S)N1CCCCC1,-5,-10,-2,12,7,2,0,2,2
CN1C(=O)N(C)C2C1NC(=O)N2C (stereo not drawn),0,-1,2,1,6,4,9,5,1
NC(=O)c1ccc(NC(=O)CSc2nncn2-c2ccccc2)cc1,0,9,-3,-6,0,2,-2,6,1
CC(C)C[C@@H](C(=O)NC1CCN(Cc2ccccc2)CC1)N1C(=O)N2CCc3c([nH]c4ccccc34)[C@@]2(C)C1=O,-9,2,0,-3,-6,24,2,4,6
COc1ccc(C2=NS(=O)(=O)N(C)C(C(=O)Nc3cc(OC)c(OC)c(OC)c3)=C2)cc1,-4,3,1,2,-2,-2,-7,-8,1
COc1ccccc1CNc1ncnc2c1nnn2Cc1ccccc1,-3,-2,1,4,-10,21,-8,2,1
Cc1cc(=O)n2nc(N3CCC(C(=O)NCc4cccc(Br)c4)CC3)sc2n1,-14,-6,-7,0,-1,-1,-2,3,-2
CN(NC1OC(=O)c2ccccc21)c1ccc(Cl)cc1[N+](=O)[O-] (stereo not drawn),-2,-6,5,5,-1,0,-11,-11,0
CCC(=O)Nc1ccc(S(=O)(=O)NC[C@H]2O[C@@H](n3cc(C)c(=O)[nH]c3=O)C[C@@H]2O)cc1,-1,-18,1,10,1,1,-14,-7,1
O=C(Nc1ccc2c(c1)CCC2)c1cc(S(=O)(=O)N2CCN(c3ccccc3)CC2)ccc1Cl,-3,-9,-9,5,-11,4,-11,-10,0
O=C(Nc1nc2c(Br)cc(Br)cc2c(=O)s1)C1CCC1,-2,-5,3,8,1,12,1,-1,3
CC(C)(C)NS(=O)(=O)c1ccc(CCC(=O)Nc2ccc3c(c2)OCCO3)cc1,-4,-8,-1,5,-3,2,3,0,2
COCc1cc(C)nc(Oc2ccccc2)c1C#N,-5,5,-5,3,1,-2,-2,5,0
COc1cc(NC(=O)CS(=O)(=O)c2ccc(C)cc2)cc(OC)c1OC,-2,-19,-1,4,0,14,4,0,1
Cc1cc(C)cc(NS(=O)(=O)c2c(C(=O)N3CCCCCC3)c(C)n(C)c2C)c1,-3,-12,-8,16,0,1,-4,5,1
COC(=O)c1ccc2nc(-c3ccc(Cl)cc3)c(Cc3cccc(F)c3)n2c1,-3,-25,1,0,3,-1,5,1,0
COC(=O)C[C@H]1C=C[C@H](NC(=O)c2ccc(F)cc2)[C@@H](CO)O1,x,x,2,x,13,1,-8,-10,1
Cc1ccc(NC(=O)COC(=O)CCc2c[nH]c3ccccc23)cc1[N+](=O)[O-],-4,-6,-2,11,-1,7,-7,-4,5
Cc1onc(-c2ccccc2Cl)c1C(=O)OCc1cnc(Cl)s1,-4,8,-13,0,-14,14,1,7,0
Cc1ccc(NC(=O)CSc2nc3ccccc3c(=O)n2Cc2cccs2)cc1,-5,13,-2,-4,4,-1,-1,-9,0
CCCCOc1ccccc1C1C(C(=O)OC)=CN(CC)C=C1C(=O)OC,-3,-9,-5,9,-1,6,-6,-5,-2
Cc1nn(CC(=O)N(C)C)c(=O)c2ccccc12,-3,1,0,-2,-2,5,-1,7,0
O=C(NCc1ccncc1)[C@@H]1CCCN1C(=O)[C@@H]1CCCN1C(=O)c1cccs1,x,x,2,x,-6,0,-9,7,0
COc1ccccc1OCC(=O)Nc1ccc(S(=O)(=O)N2CCOCC2)cc1,-6,4,-1,0,-3,2,13,8,3
Cc1ccc(NC(=O)CCn2ccc([N+](=O)[O-])n2)nc1,-7,-6,-4,4,-2,4,5,7,0
COc1ccc(S(=O)(=O)N2CCc3ccccc32)cc1C(=O)Nc1ccc(C(N)=O)cc1,-1,1,-3,4,-37,0,4,37*,10
CC1CN(C)C(C)CC1OC(=O)C(c1ccccc1)c1ccccc1 (stereo not drawn),-8,97*,-17,-27,-29,2,61*,68*,1
COc1cc(C(=O)Nc2sc3c(c2C(=O)NCc2ccco2)CCCC3)cc(OC)c1OC,-2,20,-7,-9,-20,9,-10,4,3

# An excerpt; the hit share may differ from the screen's.
